Compound activity from PubChem.
STAT1 inh: inhibitors of IFN-gamma induced STAT1 signaling; NIH 3T3 STAT1-luciferase reporter, luminescence; inhibition, % at 5.5 µM; 200,000 compounds, 0.35% hits; AID 920;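 active = inhibition above a set limit, the mean inhibition across all tested compounds plus 3 SD, cut at about 34% in these data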;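 also: 0% = IFN-gamma with DMSO and 100% = IFN-gamma with 300 µM nifuroxazide; values of inactives mirror those of a sister screen read the other way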
PPARg SRC1 recr: promotes SRC-1 coactivator recruitment by human PPARgamma. P37231. PPARgamma-SRC-1 coactivator recruitment biochemical assay. activation, % at 8 µM. 200,000 compounds, 0.41% hits; in the data active = activation above about 19%;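 also: 0% = DMSO and 100% = reference agonist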
Target sequence (P37231 whole entry, looked up): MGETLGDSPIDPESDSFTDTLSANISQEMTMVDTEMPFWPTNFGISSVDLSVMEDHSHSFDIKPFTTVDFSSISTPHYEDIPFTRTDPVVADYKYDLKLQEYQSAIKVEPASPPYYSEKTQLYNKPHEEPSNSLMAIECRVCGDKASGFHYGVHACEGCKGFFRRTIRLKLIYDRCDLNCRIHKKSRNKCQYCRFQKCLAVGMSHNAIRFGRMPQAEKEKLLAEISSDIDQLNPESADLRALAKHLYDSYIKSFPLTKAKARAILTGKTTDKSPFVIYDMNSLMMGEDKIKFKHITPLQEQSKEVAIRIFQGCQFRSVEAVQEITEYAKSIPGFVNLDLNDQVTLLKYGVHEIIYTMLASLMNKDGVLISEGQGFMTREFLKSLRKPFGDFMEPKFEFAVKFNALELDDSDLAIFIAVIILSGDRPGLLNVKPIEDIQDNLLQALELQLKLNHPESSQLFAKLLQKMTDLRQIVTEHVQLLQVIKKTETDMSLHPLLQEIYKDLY
bIAP act: increases bovine intestinal alkaline phosphatase activity; purified bovine IAP, CDP-star luminescence, 30 min; active compounds read high; fold of DMSO-control signal, blank-subtracted; activation factor at 20 µM; 200,000 compounds, 0.17% hits; AID 1016;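 active = activation factor of 2 or more at 20 µM, a signal rise over negative controls twice the positive control's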
bIAP inh: intestinal alkaline phosphatase (bovine) inhibition | purified bovine IAP, CDP-star luminescence, 30 min | inhibition, % at 20 µM | 190,000 tested, under 10 active | AID 1019;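 active = over 50% inhibition of intestinal alkaline phosphatase at 20 µM in the single-dose screen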
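Incubation: 30 min reaction at room temperature / Material: purified bovine intestinal alkaline phosphatase (IAP) enzyme / Input: enzyme at 1/65,000,000 dilution / Dosing: 20 µM single dose / Signal: CDP-star luminescence signal / Reagent: CDP-star chemiluminescent phosphatase substrate, 30 µM final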
TNAP act hi DEA: activators of human TNAP at high phosphate acceptor concentration; purified TNAP, CDP-star luminescence, 1 M DEA, 30 min; active compounds read high; 0 = EDTA background, 1 = DMSO-only activity; activation factor at 20 µM; 200,000 tested, under 10 active; AID 1136;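 active = activation factor at least 2 at 20 µM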
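Dosing: 20 µM single point. System: human TNAP. Amount: TNAP 1/800 final. Incubation: 30 min, room temperature. Read-out: TNAP activation factor scaled between EDTA and DMSO control wells. Signal: luminescence from CDP-star hydrolysis. Medium: 1 M DEA, pH 9.8, Mg2+, Zn2+. Control set: EDTA negative control, DMSO positive control.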
STAT3 act: increases IL-6 driven STAT3 reporter signal. U3A cells, IL-6 STAT3-luciferase reporter, luminescence; 100% = signal with IL-6 EC80 alone. activation (% of control), % at 5.6 µM. 190,000 compounds, 0.91% hits;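 active = activation above the screen-wide mean of compound activation plus 3 SD, cut at about 130% in these data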;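 also: 0% = background luminescence of wells with medium and substrate only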
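Detection: reporter luminescence signal / Assay system: STAT1-lacking human U3A cells, STAT3 luciferase reporter / Incubation: compound pre-incubation 1 h before IL-6, then 6 h stimulation at 37 °C / Control set: IL-6-only high control / Read-out: % activation relative to IL-6 control / Probe or stimulus: Interleukin-6, 33 ng/mL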
STAT3 blocker: inhibitors of IL-6 induced STAT3 signaling. U3A cells, IL-6 STAT3-luciferase reporter, luminescence; host cell line lacks STAT1. inhibition, % at 5.5 µM. 190,000 compounds, 0.89% hits. AID 862;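 active = inhibition above the mean inhibition across all screened compounds plus 3 SD, cut at about 44% in these data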;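 also: 0% = DMSO only wells and 100% = 100 µM nifuroxazide control wells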
PPARg SRC3 recr: PPARgamma-driven SRC-3 recruitment agonism; P37231; biochemical PPARgamma/SRC-3 coactivator recruitment assay; activation, % at 8 µM; 200,000 compounds, 0.26% hits; AID 731; in the data active = activation above about 23%;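 also: 0% = DMSO and 100% = reference agonist; some compounds past the cut are filed as inactive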
ROMK primary: human ROMK K+ channel modulation, primary screen. B-score at 10 µM. 130,000 compounds, 2% hits. P48048. Tet-inducible ROMK, thallium flux fluorescence; actives lie on both sides;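 active = signal ratio slope over the read window, or its plate-corrected B-score, at least 3 SD from the plate mean, either direction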;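 also: B-score of the F/F0 ratio slope over 7 to 12 s after thallium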
Target sequence (P48048 whole entry, looked up): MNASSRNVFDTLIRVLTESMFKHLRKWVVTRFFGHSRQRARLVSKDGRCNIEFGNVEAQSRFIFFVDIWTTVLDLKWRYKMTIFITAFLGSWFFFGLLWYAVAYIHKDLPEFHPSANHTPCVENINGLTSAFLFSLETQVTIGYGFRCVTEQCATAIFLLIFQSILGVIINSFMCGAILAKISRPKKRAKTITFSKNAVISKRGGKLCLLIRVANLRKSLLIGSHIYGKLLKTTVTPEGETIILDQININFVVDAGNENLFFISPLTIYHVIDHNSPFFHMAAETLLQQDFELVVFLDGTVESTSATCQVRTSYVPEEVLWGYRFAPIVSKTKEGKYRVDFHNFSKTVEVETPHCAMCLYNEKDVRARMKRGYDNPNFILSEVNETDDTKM
SRC2 TRFRET art: counter-screen for PPARgamma SRC-2 recruitment agonists: TR-FRET artefact. active compounds read high. TR-FRET ratio at 8 µM. 200,000 compounds, 0.4% hits. AID 1049; in the data active = TR-FRET ratio above about 2000; also: inactives centre near 1500
PPARg SRC2 recr: promotes SRC-2 coactivator recruitment by human PPARgamma. P37231. PPARgamma LBD-SRC-2 recruitment, biochemical. activation, % at 8 µM. 200,000 compounds, 0.34% hits. AID 1032; in the data active = activation above about 22%;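 also: 0% = vehicle and 100% = reference agonist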
An asterisk follows results filed as active; nt = no result given.

SMILES | STAT1 inh | PPARg SRC1 recr | bIAP act | bIAP inh | TNAP act hi DEA | STAT3 act | STAT3 blocker | PPARg SRC3 recr | ROMK primary | SRC2 TRFRET art | PPARg SRC2 recr
Cc1ccc2nc(SC(C)C(=O)N3CC(C)OC(C)C3)[nH]c2c1 (centres undefined) | -1 | 0 | 1.2 | -17 | 1 | 115 | -16 | -3 | 1.5 | 1612 | -3
CCc1ccc(S(=O)(=O)NCCc2cn3cccc(C)c3n2)s1 | -7 | 8 | 1.1 | -10 | 1 | 91 | 13 | -1 | -0.0027 | 1551 | -1
O=C(CO/N=C1\CCCc2nonc21)Nc1ccccc1Cl | 0 | -8 | 1 | 2 | 1 | 92 | 10 | 0 | -0.015 | 1653 | 2
O=C(CN1C(=O)C2CC=CCC2C1=O)Nc1nc2ccccc2[nH]1 (centres undefined) | -3 | 2 | 1.2 | -18 | 1.1 | 112 | -8 | 4 | -0.25 | 1422 | 3
CCCN(CCC)S(=O)(=O)c1ccc(C(=O)O)cc1 | 0 | 6 | 1.2 | -19 | 1 | 99 | 4 | 6 | -1.3 | 1540 | 2
COC(=O)C1=C(N)c2c(F)cccc2C1(C#N)c1ccc(F)cc1 (centres undefined) | -5 | -9 | 0.9 | 14 | 1 | 97 | 8 | 5 | 0.015 | 1558 | 2
Cc1ccc(C(=O)NC(=S)NNC(=O)COc2ccccc2C)cc1 | -8 | 5 | 1.1 | -10 | 1 | 112 | -16 | 3 | 3* | 1467 | 6
NC(=O)Cn1c(=O)n(Cc2ccco2)c(=O)c2c3c(sc21)CCCCC3 | 5 | 7 | 1.1 | -6 | 1 | 147* | -55 | 10 | nt | 1601 | 6
Cc1ccccc1OCc1nnc(SCC(=O)Nc2ccc3c(c2)OCO3)n1C | -3 | -9 | 0.9 | 11 | 1.1 | 102 | -1 | -3 | -1.6 | 1212 | 14
O=C1C(=O)N(C2CCCC2)C(=O)N1Cc1c(F)cccc1Cl | 12 | -4 | 1 | 1 | 1 | 109 | -9 | 0 | -0.014 | 1494 | 9
COc1ccc(N2C(=O)CC(N3CCC(O)(c4ccc(Br)cc4)CC3)C2=O)cc1 (centres undefined) | 13 | 9 | 0.9 | 5 | 1 | 86 | 20 | 7 | nt | 1560 | 1
COc1cc(C2N(c3cc(C)on3)C(=O)C3CCCN32)cc(OC)c1OC (centres undefined) | 12 | -3 | 1 | -2 | 1.1 | 98 | 5 | 10 | 0.19 | 1689 | 11
Clc1ccc(C2=Nn3c(nnc3-c3cccnc3)SC2)s1 | -1 | 4 | 1 | 4 | 1.1 | 90 | 19 | 5 | 0.19 | 1543 | 5
Cc1nc(SCC(=O)Nc2ccnc3ccccc23)n[nH]1 | 3 | -5 | 1 | -4 | 1 | 93 | 9 | -12 | -1.1 | 1477 | -2
O=S(=O)(Cc1ccccc1Cl)NCc1ccccc1 | -6 | 5 | 1 | 3 | 1 | 97 | 14 | 5 | -0.033 | 1585 | 1
Clc1ccccc1Cn1nnc2c(NCC3CC3)ncnc21 | 8 | 5 | 0.9 | 9 | 1.1 | 107 | -5 | -1 | -0.3 | 1679 | -7
COc1ccccc1Nc1nc(-c2sc(NC(=O)c3ccccc3)nc2C)cs1 | -5 | 8 | 0.9 | 13 | 1 | 97 | 14 | -5 | nt | 1578 | 2
CC(C)c1ccc(NC(=O)CSc2nc(-c3ccccc3F)nc3nc[nH]c23)cc1 | -4 | 3 | 1.1 | -7 | 1 | 104 | -7 | 1 | nt | 1385 | -3
CCOC(=O)CSc1nc(C(C)C)nc2sc(C)c(C)c12 | 9 | 4 | 1.1 | -5 | 1 | 92 | 11 | 4 | -0.042 | 1637 | 4
CCC(=O)Nc1ccc(NC(=O)CSc2nnnn2-c2ccc3c(c2)OCCO3)cc1 | 2 | 13 | 1 | 1 | 1 | 98 | 6 | 4 | -0.021 | 1743 | 10
CC(=O)Nc1ccc(S(=O)(=O)N2CCc3c(Cl)cccc3C2)cc1 | -3 | 2 | 1 | 0 | 1 | 80 | 30 | 3 | nt | 1614 | 4
O=P1(Nn2cnnc2)C=C(c2ccccc2)OC(c2ccccc2)=C1 | 2 | 4 | 1 | 4 | 1 | 99 | 2 | -3 | -0.3 | 1621 | 2
COCCCNC(=O)C(=O)NC1CCCCC1C (centres undefined) | -2 | -6 | 1 | 3 | 1 | 99 | 8 | 2 | 0.36 | 1410 | 6
C#CCN1C(=O)C(O)(CC(=O)/C=C/C=C/c2ccccc2)c2ccccc21 (centres undefined) | -2 | 5 | 1 | 1 | 1 | 104 | 1 | 4 | -0.67 | 1571 | 12
O=[N+]([O-])c1ccccc1S(=O)(=O)Oc1ccc(C(=S)N2CCOCC2)cc1 | 8 | 1 | 1.1 | -8 | 1 | 97 | 3 | 5 | nt | 1660 | 3
NC(=S)N/N=C/c1ccc(-c2ccccc2)o1 | -16 | 5 | 0.8 | 18 | 1 | 89 | 17 | 2 | -0.41 | 1503 | 7
CCC(CO)NC(=O)c1cccc(S(=O)(=O)N2c3ccccc3CC2C)c1 (centres undefined) | -1 | -3 | 1 | 3 | 1.1 | 107 | -4 | -14 | nt | 1459 | -9
O=C(CNC(=S)N(Cc1ccccc1)Cc1ccccc1F)NCCc1ccc(Cl)cc1 | -6 | 1 | 1 | -4 | 1.2 | 112 | -13 | 3 | 0.71 | 1357 | -4
Nc1ccccc1SC1CC(=O)N(Cc2ccccc2)C1=O (centres undefined) | 6 | 1 | 0.8 | 16 | 1 | 100 | 6 | 2 | -0.066 | 1527 | 0
C/C(=N/NC(=O)c1ccc2c(c1)OCO2)c1cccc(NC(=O)C(C)(C)C)c1 | -1 | 1 | 0.8 | 19 | 1 | 98 | 3 | 3 | 0.71 | 1515 | 6
CCOC(=O)n1c(SCC(=O)N(CC)CC)nc2ccccc21 | 8 | 2 | 1 | 0 | 1 | 91 | 13 | -21 | nt | 1315 | 4
Fc1cc(Br)ccc1Nc1nc2ccccc2n2nnnc12 | -5 | 2 | 0.9 | 8 | 1 | 95 | 6 | -5 | nt | 1405 | -1
COc1ccc(-c2noc(CCC(=O)Nc3cc(OC)ccc3OC)n2)cc1 | 3 | 0 | 0.9 | 6 | 1.1 | 96 | 4 | -1 | 0.27 | 1414 | 10
CCOC(=O)C1=C(c2ccccc2)OC(N)=C(C#N)C1c1ccncc1 (centres undefined) | 18 | 7 | 1 | -4 | 1 | 98 | 5 | 5 | -0.42 | 1574 | 7
COC(=O)c1ccc(C(NC(=O)OCc2ccccc2)/C(F)=C/[C@@H](C)C(=O)NCc2ccc(-c3ccccc3)cc2)cc1 (some centres undefined) | -2 | 2 | 1 | 2 | 1 | 103 | -6 | -1 | 1.1 | 1477 | 13
O=C(Nc1ccc(N2CCN(C(=O)c3cccs3)CC2)cc1)c1cccnc1 | 1 | 10 | 0.9 | 12 | 1 | 94 | 12 | 7 | 0.74 | 1861 | 0

Next section, overlapping the part above by 4 compounds.
SMILES | STAT1 inh | PPARg SRC1 recr | bIAP act | bIAP inh | TNAP act hi DEA | STAT3 act | STAT3 blocker | PPARg SRC3 recr | ROMK primary | SRC2 TRFRET art | PPARg SRC2 recr
COc1ccc(-c2noc(CCC(=O)Nc3cc(OC)ccc3OC)n2)cc1 | 3 | 0 | 0.9 | 6 | 1.1 | 96 | 4 | -1 | 0.27 | 1414 | 10
CCOC(=O)C1=C(c2ccccc2)OC(N)=C(C#N)C1c1ccncc1 (centres undefined) | 18 | 7 | 1 | -4 | 1 | 98 | 5 | 5 | -0.42 | 1574 | 7
COC(=O)c1ccc(C(NC(=O)OCc2ccccc2)/C(F)=C/[C@@H](C)C(=O)NCc2ccc(-c3ccccc3)cc2)cc1 (some centres undefined) | -2 | 2 | 1 | 2 | 1 | 103 | -6 | -1 | 1.1 | 1477 | 13
O=C(Nc1ccc(N2CCN(C(=O)c3cccs3)CC2)cc1)c1cccnc1 | 1 | 10 | 0.9 | 12 | 1 | 94 | 12 | 7 | 0.74 | 1861 | 0
CC(OC(=O)CCc1nc2ccccc2c(=O)[nH]1)C(=O)Nc1ncc(Cl)cc1Cl (centres undefined) | -2 | 3 | 1.1 | -9 | 1 | 103 | -2 | -1 | 1.4 | 1552 | -8
COC(=O)c1cc(Br)ccc1OC(=O)c1cccnc1 | 0 | 7 | 0.9 | 7 | 1 | 106 | -4 | 9 | 0.44 | 1634 | 2
CCOc1ccc(CCNC(=O)C2=C(C)C(=O)OC23CCC(C)CC3)cc1 (centres undefined) | 0 | -4 | 1.1 | -13 | 1 | 106 | -7 | 4 | 0.86 | 1350 | 2
COc1ccc(Oc2coc3cc(OC(=O)N4CCOCC4)ccc3c2=O)cc1 | 2 | -3 | 1 | -5 | 1 | 91 | 14 | -6 | nt | 1455 | -10
O=C(NCc1ccc(Cl)cc1)c1noc2c1CCCCC2 | 0 | 7 | 1 | 5 | 1 | 88 | 20 | 7 | nt | 1694 | 9
COC(=O)c1ccccc1NC(=O)COC(=O)c1cccnc1 | 2 | 9 | 0.9 | 12 | 1 | 105 | -1 | -5 | 0.4 | 1643 | 3
CCOc1ccc(C(CC(=O)O)NC(=O)C(Sc2ccccc2)c2ccccc2)cc1 (centres undefined) | 0 | -4 | 0.9 | 9 | 1 | 105 | 5 | 0 | 0.58 | 1423 | -7
C=CCN(CC=C)CC(O)Cn1c2ccccc2c2ccccc21 (centres undefined) | -4 | 7 | 1.1 | -7 | 1.1 | 99 | 6 | 4 | nt | 1769 | -5
CCOC(=O)C1CCCN(Cc2c(Cl)cccc2Cl)C1 (centres undefined) | 3 | -1 | 0.9 | 10 | 1.1 | 106 | -2 | -3 | nt | 1553 | -2
N#Cc1nc(-c2cccs2)oc1NCc1ccco1 | 17 | -1 | 0.6 | 41 | 1 | 93 | 12 | 8 | nt | 1659 | 13
COc1ccc(CNc2ccc3c(c2)ncn3-c2ccccc2OC)cc1 | 1 | -1 | 1.1 | -8 | 1.1 | 97 | 7 | 8 | nt | 1686 | 0
CCC(C)NS(=O)(=O)c1ccc(OC)c(Cl)c1Cl (centres undefined) | -2 | -2 | 0.8 | 22 | 1.1 | 107 | -10 | 2 | -0.0009 | 1367 | -2
Cc1noc(C)c1/C=N/Nc1ccc2ccccc2n1 | -65 | 1 | 0.9 | 9 | 1 | 128 | -21 | -5 | 0.023 | 1362 | -5
CCOC(=O)N1CCN(C2CC(=O)N(c3ccc(Oc4ccccc4)cc3)C2=O)CC1 (centres undefined) | 6 | 2 | 1.1 | -8 | 1.1 | 106 | -8 | -2 | -1.2 | 1566 | -6
CC1CN(C(=O)CSc2nnc(-c3ccc(Cl)cc3)n2C)CC(C)O1 (centres undefined) | 3 | 3 | 1 | 0 | 1.1 | 101 | 3 | 7 | nt | 1696 | -4
